Platelet DG rel: modulates dense granule release in human platelets; human platelet-rich plasma, SFLLRN dense granule ATP release, luminescence; inhibition, %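 (compounds screened at 7.5 µM in platelet-rich plasma)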; actives 0.22% (n = 300,000); AID 1663;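 active means mean replicate score, as percent of positive control, at or above 50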
HSF1 inhib: HSF1 inhibition; activity change, negative = inhibition, % at 7.5 µM (by protocol); AID 2098; NIH3T3-HGL HSE-luciferase, MG132-induced, luminescence 8 h; stronger effect = lower value; actives 0.77% (n = 300,000);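 active means more than half of replicate wells show activity change below -50%, luminescence cut by over half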;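 further: luciferase reports HSF-1 transcriptional activity via heat shock element; 0% = median of DMSO wells and -100% = zero luminescence signal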
IEC-6 tox: counter-screen for KLF5 inhibitors: cytotoxicity in IEC-6 cells; IEC-6 cytotoxicity, luminescence viability; inhibition, % at 5 µM; actives 0.78% (n = 290,000); in the data active means inhibition above about 22%;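 further: 0% = plate median of test compound wells and 100% = cytotoxic reference compound wells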
KLF5 inhibitor: kruppel-like factor 5 inhibition; DLD-1 KLF5 promoter-luciferase reporter, luminescence; inhibition, % at 5 µM; actives 0.23% (n = 290,000); AID 1700;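 active means inhibition above a per-plate limit of that plate's mean compound inhibition plus 3 SD, cut at about 60% in these data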;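 further: 0% = DMSO wells and 100% = LY294002 at 200 µM; higher means less KLF5 promoter-driven luciferase light; inactives centre near -14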
aSyn UTR inh: MLPCN primary screen, SNCA 5' untranslated region; inhibition, % (tested at 7.5 µM); alpha-synuclein 5'UTR reporter, inhibitor activity; actives 0.82% (n = 300,000); in the data active means inhibition above about 60%;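 further: H4 neuroglioblastoma cells stably carrying SNCA 5'UTR luciferase fusion; 0% = DMSO wells and 100% = positive control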
GSK3beta inhib: blocks human GSK3beta kinase activity; AID 2097; P49841; GST-GSK3beta kinase, ADP-Glo luminescence, 60 min; stronger effect = lower value; actives 0.038% (n = 300,000); activity score (negative = inhibition), % at 10 µM;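 active means more than half of replicate wells score below -50%, meaning over 50% inhibition versus plate controls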;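 further: 0% = median DMSO wells and -100% = median GW8510 positive control wells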
Target sequence (P49841 whole entry, looked up): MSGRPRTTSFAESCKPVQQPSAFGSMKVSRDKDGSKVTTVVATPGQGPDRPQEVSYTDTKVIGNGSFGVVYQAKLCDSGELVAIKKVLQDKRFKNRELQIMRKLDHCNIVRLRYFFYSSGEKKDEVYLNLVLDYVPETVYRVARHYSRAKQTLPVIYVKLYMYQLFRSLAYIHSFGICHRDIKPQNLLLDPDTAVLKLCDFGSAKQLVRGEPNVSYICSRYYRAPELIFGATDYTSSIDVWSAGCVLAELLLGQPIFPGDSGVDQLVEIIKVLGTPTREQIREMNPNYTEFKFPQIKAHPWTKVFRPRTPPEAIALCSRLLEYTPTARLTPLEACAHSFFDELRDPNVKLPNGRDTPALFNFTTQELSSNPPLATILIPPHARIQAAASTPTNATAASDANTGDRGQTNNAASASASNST
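Test system – GST-tagged human GSK3beta kinase, cell-free · Incubation – 60 min enzyme reaction, room temperature · Signal – ADP-Glo luminescence · Also added – peptide substrate and ATP at 25 µM · Controls – DMSO neutral wells and GW8510 at 20 µM as positive · Buffer or medium – Tris/MgCl2 kinase buffer · Measure – Luminescence-derived activity versus plate DMSO and GW8510 wells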
GSK3A inh: human GSK-3 alpha kinase inhibition. actives 0.1% (n = 320,000). inhibition, % at 10 µM. ADP-Glo luminescence, 60 min. P49840;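 in the data active means inhibition above about 50%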;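 further: GST-tagged GSK-3 alpha with peptide substrate and 25 µM ATP; 0% = DMSO neutral wells and 100% = GW8510 positive control wells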
Target sequence (P49840 whole entry, looked up): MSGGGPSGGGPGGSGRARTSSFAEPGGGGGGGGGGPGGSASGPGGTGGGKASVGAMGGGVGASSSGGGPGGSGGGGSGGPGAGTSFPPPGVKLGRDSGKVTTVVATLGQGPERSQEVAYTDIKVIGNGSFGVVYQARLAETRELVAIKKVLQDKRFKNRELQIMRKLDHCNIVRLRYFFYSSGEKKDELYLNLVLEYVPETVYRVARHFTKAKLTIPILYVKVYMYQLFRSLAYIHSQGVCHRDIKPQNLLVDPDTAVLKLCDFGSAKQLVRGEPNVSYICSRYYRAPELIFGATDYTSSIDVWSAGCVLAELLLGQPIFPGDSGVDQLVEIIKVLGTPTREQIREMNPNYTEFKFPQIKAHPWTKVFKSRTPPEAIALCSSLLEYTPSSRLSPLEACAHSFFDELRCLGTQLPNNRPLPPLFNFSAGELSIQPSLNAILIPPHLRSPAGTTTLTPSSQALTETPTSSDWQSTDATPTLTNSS
DYRK1A inh: inhibitors of rat Dyrk1A kinase; Q63470; ADP-Glo luminescence, NFATc1 peptide; inhibition, % at 12.5 µM; actives 0.43% (n = 310,000); AID 504441; in the data active means inhibition above about 50%;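 further: plate controls were vehicle with enzyme for no effect and no enzyme for full effect; many of its hits are not listed in these tables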
HSP90 inh: blocks HSP90-mediated luciferase refolding in reticulocyte lysate; inhibition, % at 5.6 µM; actives 0.91% (n = 290,000); Rabbit reticulocyte lysate, luciferase refolding luminescence, 3 h;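 active means inhibition above the screen-wide mean plus 3 SD, computed separately per campaign, cut at about 16% in these data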;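 further: 0% = DMSO wells and 100% = 60 µM geldanamycin wells; inhibitors lower the luminescence because luciferase stays unfolded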
HSF1 activator: increases HSF-1 driven luciferase reporter signal; NIH3T3-HGL HSF-1 luciferase reporter, MG132, 8 h; 100% = twice DMSO control signal; activation, % at 9 µM; actives 1.7% (n = 300,000); AID 504408;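 active means mean replicate activation of at least 50% with a set share of replicates each reaching 50%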;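 further: 0% = median of the neutral control wells and 100% = twice that signal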
An asterisk follows results filed as active; . = no result given. A portion of the library; rates above refer to the full screens.

SMILES	Platelet DG rel	HSF1 inhib	IEC-6 tox	KLF5 inhibitor	aSyn UTR inh	GSK3beta inhib	GSK3A inh	DYRK1A inh	HSP90 inh	HSF1 activator
CC1=NN(C(=O)CSCc2ccccc2)C(O)(c2ccccc2)C1 (stereo not drawn)	-12	3	4	-14	-9	1	-10	-3	2	-6
O=C(C1CCN(Cc2nc(Cc3cccc(F)c3)no2)CC1)N1CCOCC1	6	5	-6	-36	4	4	-3	-1	1	0
COc1ccc(NC(=O)N2CCc3ccccc3C2)c(OC)c1	-7	10	6	-9	-34	6	-1	-2	-1	3
CC(=O)c1c(C)nc2ccccn12	-2	.	-3	-32	2	-3	0	3	-3	.
O=C(Nc1ccccc1Cl)OCc1cncs1	2	8	7	-28	-50	-4	-1	-5	4	6
O=C(NCC(=O)N(c1cccnc1)C(C(=O)NC1CCCC1)c1ccccc1F)c1ccco1 (stereo not drawn)	-3	-6	3	-18	4	2	-2	-6	9	-4
COc1ccc(NC(=O)NNC(=O)c2ccc3ccccc3c2O)cc1OC	-3	-10	-9	-21	11	1	-2	-3	-2	7
CC(CN1CCCCC1)OC(=O)c1cc2ccccc2o1 (stereo not drawn)	9	-5	1	3	1	3	0	-38	-2	-3
CC(C)(C)[C@H]1C=C(C(=O)NC2CC2)O[C@@H](OCc2ccc(CO)cc2)C1	8	-23	3	1	0	3	.	-3	-1	-41
Cc1cccc(N2NC(=O)/C(=C/c3ccc(-c4ccc(Cl)c(C(=O)O)c4)o3)C2=O)c1	-1	-5	-3	-40	4	6	.	2	9	1
COc1ccc(CCNC(=O)c2cc3c(=O)n4ccccc4nc3n(CCCN3CCOCC3)c2=N)cc1OC	-8	-4	6	18	-14	-3	11	.	0	4
COc1ccc(NC(=O)Cn2nnc(C(=O)NCc3ccc4c(c3)OCO4)c2N)c(OC)c1	9	3	1	-24	28	1	1	-3	-2	3
O=C(NNC(=O)c1ccc(S(=O)(=O)N2CCCCC2)cc1)c1ccc(F)cc1	-4	-7	1	-8	14	-1	-1	-5	-3	-16
Cc1cc(C)n(-c2cc(N3CCN(S(=O)(=O)c4ccc5ccccc5c4)CC3)ccc2[N+](=O)[O-])n1	-35	1	2	15	51	3	-2	-1	8	6
CCCc1cc(C(=O)Nc2c(C)n(C)n(-c3ccccc3)c2=O)no1	-16	0	4	-22	-21	1	-1	.	4	-5
CCN(CC(=O)NCc1ccc(Cl)cc1)C(=O)CSc1cc(C)ccc1C	1	2	.	.	8	0	0	-7	.	2
O=C(CSc1nnc(NC(=O)c2ccccc2F)s1)NCc1ccc(F)cc1	-1	18	9	-88	-84	-25	-3	-1	2	12
O=C(COC(=O)Cn1cnc2ccccc2c1=O)NCCC1=CCCCC1	-2	6	5	-9	-6	-1	-1	6	2	20
Cc1ccc2c(c1)N(CCC(=O)NCc1ccccn1)C(=O)CO2	20	-5	-7	-27	16	0	-2	1	5	-6
CC(=O)N(c1ccc(C)cc1)C1C=CS(=O)(=O)C1 (stereo not drawn)	9	0	2	-31	-18	1	-2	10	1	6

The last two entries of the part before come first, to join the parts:
SMILES	Platelet DG rel	HSF1 inhib	IEC-6 tox	KLF5 inhibitor	aSyn UTR inh	GSK3beta inhib	GSK3A inh	DYRK1A inh	HSP90 inh	HSF1 activator
Cc1ccc2c(c1)N(CCC(=O)NCc1ccccn1)C(=O)CO2	20	-5	-7	-27	16	0	-2	1	5	-6
CC(=O)N(c1ccc(C)cc1)C1C=CS(=O)(=O)C1 (stereo not drawn)	9	0	2	-31	-18	1	-2	10	1	6
Cc1ccc(NC(=O)c2ccc(CSc3nnc(C)s3)cc2)c(C)c1	10	14	-2	-101	-68	2	.	6	-5	24
CNc1nc2c(C)cccn2c(=O)c1C=NCc1ccccc1	-6	-4	-1	-39	2	1	-3	9	2	11
Cc1ccc(Cc2cc(-c3ccc(C)cc3)n[nH]c2=O)cc1	0	7	4	-19	-25	1	-2	.	1	23
O=C(NN1C(=O)c2ccccc2NC1c1ccc([N+](=O)[O-])o1)c1ccc([N+](=O)[O-])cc1 (stereo not drawn)	-4	0	-6	-32	-51	-1	-2	-3	2	11
O=C(O)c1ccc2c(c1)ncn2C1CCCCCC1	7	-2	0	-14	6	2	2	10	3	6
Cc1c(Cc2ccccc2)sc(NC(=O)C(C)(C)C)c1C(N)=O	0	-5	-4	0	22	-2	-2	-5	0	-6
COc1ccc(N2CCN(C(CNC(C)=O)c3ccco3)CC2)cc1 (stereo not drawn)	6	-1	7	-18	2	-2	-2	2	0	-19
CCN(CCCNC(=O)c1nn(C)c2c1CS(=O)(=O)c1ccccc1-2)Cc1ccccc1	22	1	-13	-21	13	-24	-2	-1	-5	15
COc1ccc(CNC(=O)C(C)OC(=O)CO/N=C(\C)c2ccc3c(c2)OCO3)cc1 (stereo not drawn)	0	-1	.	.	1	-2	1	-3	.	-5
COc1ccc(Cl)cc1NC(=O)CCN1CCN(Cc2ccccc2)CC1	10	-2	6	-6	3	3	-1	-1	0	8
Cc1ccc(C(=O)OCN2C(=O)c3ccccc3C2=O)o1	-27	4	.	.	6	-2	-2	-9	.	21
O=S(=O)(c1ccccc1C(F)(F)F)N1CCOCC1	-9	-8	2	-24	-7	2	1	9	4	-3
COc1cccc2sc(Nc3nnc(-c4ccccc4Cl)o3)nc12	11	-1	3	-19	66*	0	-1	5	-4	9
CC[C@@H](C(=O)n1nc(C)cc1C)[C@H](NS(=O)(=O)c1ccc(C)cc1)c1ccccc1	-9	0	-3	-10	0	2	-2	1	1	-5
Cc1ccc(/C=C2\Oc3c(ccc(O)c3CN3CCN(CCO)CC3)C2=O)cc1	-2	7	2	3	6	-9	26	6	-1	16
Cc1cc(C(=O)NNC(=O)CCC2CCCCC2)c(C)o1	-11	1	4	-6	-15	0	-1	-3	-2	9
CCOC(=O)N1CCc2c(sc3nc(SC(C)C)n(N)c(=O)c23)C1	-6	3	0	-25	18	0	-1	1	3	-6
O=C(Nc1ccnn1C1CCN(Cc2ccccc2)CC1)C1CCOC1 (stereo not drawn)	7	-12	-1	-19	0	3	-1	4	-5	-21
O=C(NC(Cc1ccccc1)c1nc2ccccc2[nH]1)C1CC(=O)N(c2ccc3c(c2)OCCO3)C1 (stereo not drawn)	7	-5	1	-2	11	2	-4	-2	-1	-12
CCOC(=O)COc1ccc(Cl)cc1C1NC(=O)NC(C)=C1C(C)=O (stereo not drawn)	-4	5	-6	-32	22	1	3	0	-2	10

4 records drawn at random from the list so far:
SMILES	Platelet DG rel	HSF1 inhib	IEC-6 tox	KLF5 inhibitor	aSyn UTR inh	GSK3beta inhib	GSK3A inh	DYRK1A inh	HSP90 inh	HSF1 activator
Cc1c(Cc2ccccc2)sc(NC(=O)C(C)(C)C)c1C(N)=O	0	-5	-4	0	22	-2	-2	-5	0	-6
O=C(NC(Cc1ccccc1)c1nc2ccccc2[nH]1)C1CC(=O)N(c2ccc3c(c2)OCCO3)C1 (stereo not drawn)	7	-5	1	-2	11	2	-4	-2	-1	-12
COc1ccc(Cl)cc1NC(=O)CCN1CCN(Cc2ccccc2)CC1	10	-2	6	-6	3	3	-1	-1	0	8
Cc1ccc(/C=C2\Oc3c(ccc(O)c3CN3CCN(CCO)CC3)C2=O)cc1	-2	7	2	3	6	-9	26	6	-1	16

(listing goes on)
SMILES	Platelet DG rel	HSF1 inhib	IEC-6 tox	KLF5 inhibitor	aSyn UTR inh	GSK3beta inhib	GSK3A inh	DYRK1A inh	HSP90 inh	HSF1 activator
COC(=O)C(C)C1Sc2ccccc2NC1=O (stereo not drawn)	10	-9	4	-18	7	1	-1	4	-2	4
O=C(NCc1ccc2c(c1)OCO2)C1CCN(S(=O)(=O)c2ccc(Br)s2)CC1	-3	-5	-2	-20	28	-4	0	8	4	-1
CCC1CCCCN1C(=O)C1CC(c2cc(Cl)c(OC)cc2OC)=NO1 (stereo not drawn)	10	1	0	-20	2	2	-4	23	1	-10
CSc1cccc(CN2CCN(Cc3ccc(F)c(F)c3)C(CCO)C2)c1 (stereo not drawn)	1	2	-6	11	17	-1	3	-4	-1	17
CC(NC(=O)C(C)N1c2cccc3cccc(c23)S1(=O)=O)c1ccccc1 (stereo not drawn)	-1	9	4	-6	13	-1	1	-1	0	14
O=C(NCc1ccco1)c1ccc(Br)s1	8	2	8	5	-4	-4	-5	17	5	2
O=C(CN1C(=O)/C(=C\c2cccc(Br)c2)Oc2ccccc21)NCC1CCCO1 (stereo not drawn)	-6	1	1	-6	13	2	-1	-4	-2	15
Cc1ccccc1NC(=O)COc1ccc(Br)cc1CNCCCO	-4	0	-5	-10	1	1	2	-2	3	13
CCOC(=O)Nc1sc(NS(=O)(=O)c2ccc(C)cc2)nc1C	2	-10	16	-12	19	2	-1	2	4	-4
COc1ccc(/C=N/NC(=O)Cn2nc([N+](=O)[O-])cc2C)c(OC)c1OC	-6	4	-2	-13	4	-2	4	1	8	5
O=C(O)c1c2c(nc3ccc(S(=O)(=O)N4CCC(C(=O)N5CCCCC5)CC4)cc13)CCCC2	.	.	2	-24	.	.	-1	3	-2	.
Cc1ccccc1CNc1nc(N)n(-c2ccccc2)n1	5	-6	6	-33	-2	0	-1	9	4	-5
Cc1ccc(N2C(N)=NC(N)=NC2(C)C)c(C)c1	5	-9	-2	-1	6	1	5	-1	0	-5
COc1cc(Cn2nnc3ccccc32)ccc1O	-3	-8	1	-7	7	0	-1	6	-3	-21
CCN(CC(=O)Nc1ccccc1C(F)(F)F)C(=O)C1CSC2(C)CCC(=O)N12 (stereo not drawn)	-14	2	.	.	14	1	-5	6	.	5
O=C(NC1CCCC1)C(c1ccncc1)N(C(=O)c1csnn1)C1CCCC1 (stereo not drawn)	-1	12	-3	-5	0	-1	0	-1	0	29

Looked up above:
GSK3A inh with O=C(O)c1c2c(nc3ccc(S(=O)(=O)N4CCC(C(=O)N5CCCCC5)CC4)cc13)CCCC2 stands at -1
HSF1 activator with Cc1ccc2c(c1)N(CCC(=O)NCc1ccccn1)C(=O)CO2 stands at -6
GSK3beta inhib with CNc1nc2c(C)cccn2c(=O)c1C=NCc1ccccc1 stands at 1
GSK3A inh with COc1ccc(N2CCN(C(CNC(C)=O)c3ccco3)CC2)cc1 (stereo not drawn) stands at -2
GSK3beta inhib with Cc1ccc(Cc2cc(-c3ccc(C)cc3)n[nH]c2=O)cc1 stands at 1
HSF1 activator with CC(C)(C)[C@H]1C=C(C(=O)NC2CC2)O[C@@H](OCc2ccc(CO)cc2)C1 stands at -41

Screens deposited in PubChem by several laboratories.
